# HRas wt GTP = changes GTP binding to wildtype human HRas; P01112; GST-Ras wt beads, Bodipy-FL-GTP binding, flow cytometry; actives lie on both sides; GTP binding activity, % at 10 µM; hit rate 0.14% among 190,000;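 active = GTP binding activity at least 20% away from the 100% baseline, either lowered as inhibitor or raised as activator; inconclusive = flagged as likely green fluorescent, judged across all proteins in the well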;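 note: 0% = unlabeled GTP competition control and 100% = no-compound control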
# Target sequence (P01112 whole entry, looked up): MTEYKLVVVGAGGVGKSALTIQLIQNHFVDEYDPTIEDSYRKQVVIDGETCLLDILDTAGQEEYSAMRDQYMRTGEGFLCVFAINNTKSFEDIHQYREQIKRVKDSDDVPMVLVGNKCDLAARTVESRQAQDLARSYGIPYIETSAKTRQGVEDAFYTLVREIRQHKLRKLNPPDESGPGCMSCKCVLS
# Mcl1 Bid PPI = disrupts binding of human Mcl-1 to Bid peptide. Q07820. TR-FRET Mcl-1/Bid-Dy647 peptide binding, 1536-well. inhibition, % at 21.7 µM. hit rate 0.97% among 220,000. AID 1021;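 active = compounds that cut the binding signal by more than half at the single screening dose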;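 note: His-tagged Mcl-1 with europium anti-His antibody binding Bid BH3 peptide; 0% = Mcl-1 plus peptide wells and 100% = peptide-only wells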
# Target sequence (Q07820 whole entry, looked up): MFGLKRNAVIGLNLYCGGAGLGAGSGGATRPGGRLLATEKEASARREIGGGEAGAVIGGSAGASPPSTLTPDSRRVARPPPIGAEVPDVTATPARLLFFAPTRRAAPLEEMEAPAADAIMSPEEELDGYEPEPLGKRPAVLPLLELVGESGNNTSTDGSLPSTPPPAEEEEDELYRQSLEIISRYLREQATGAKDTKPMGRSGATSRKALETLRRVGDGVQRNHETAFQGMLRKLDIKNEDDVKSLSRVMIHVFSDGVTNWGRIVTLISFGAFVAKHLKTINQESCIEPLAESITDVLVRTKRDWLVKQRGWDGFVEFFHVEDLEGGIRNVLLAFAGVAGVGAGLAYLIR
# Pf gamet viab = P. falciparum stage V gametocyte viability inhibition; P. falciparum stage V gametocytes, ATP luminescence, 24 h; inhibition, % at 10.9 µM; hit rate 0.065% among 150,000; AID 743093;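 active = inhibition above the mean plus 3 SD of compounds within the control limits, set per campaign, cut at about 38% in these data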;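 note: 0% = DMSO wells and 100% = medium only without gametocytes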
# Cdc42 wt = modulators (inhibitors or activators) of GTP binding to human Cdc42 wildtype | P60953 | GST-Cdc42 beads, Bodipy-GTP binding, flow cytometry; actives lie on both sides | percent activity (GTP binding), % at 10 µM | hit rate 0.2% among 190,000 | AID 761;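 active = percent activity GTP binding at least 20 points away from the 100% baseline, either down as inhibitor or up as activator; inconclusive = compound flagged as likely green fluorescent from well-wide comparison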;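 note: median bead fluorescence of bound Bodipy-FL-GTP at 100 nM; 0% = excess unlabeled GTP control and 100% = no compound control; below 100% means less GTP binding so inhibitor and above means activator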
# Target sequence (P60953 whole entry, looked up): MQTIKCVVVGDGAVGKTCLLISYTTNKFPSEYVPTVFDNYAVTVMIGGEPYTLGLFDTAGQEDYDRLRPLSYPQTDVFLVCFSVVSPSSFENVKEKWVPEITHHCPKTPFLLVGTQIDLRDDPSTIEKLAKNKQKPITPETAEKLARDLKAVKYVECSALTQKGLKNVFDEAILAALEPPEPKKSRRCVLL
# Rac1 act GTP bind = human Rac1 activated mutant GTP binding change. P63000. GST-Rac1 activated beads, fluorescent GTP binding, flow cytometry; actives lie on both sides; 100% means binding = to untreated wells. percent activity (GTP binding), % at 10 µM. hit rate 0.11% among 190,000. AID 764;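 active = GTP binding at least 20 percentage points away from the 100% baseline, in either direction, so actives lie on both sides; inconclusive = Compound likely fluorescent itself, or too few beads counted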
# Rab7 wt GTP bind = alters GTP binding to wildtype dog Rab7; GST-Rab7 beads, fluorescent GTP binding, flow cytometry; actives lie on both sides; untreated = 100%, excess cold GTP = 0%; GTP binding activity (percent of control), % at 10 µM; hit rate 0.055% among 190,000;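 active = fluorescent GTP binding to Rab7 beads changed by at least 20 points from the 100% baseline, either direction, mostly lower; inconclusive = compound itself probably fluorescent, or too few beads counted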;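 note: median green fluorescence of bound Bodipy-FL-GTP per Rab7 bead population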
# Rac1 wt modul = modulators of human Rac1 wildtype GTP binding. AID 757. GST-Rac1 beads, fluorescent GTP binding, flow cytometry; actives lie on both sides; 0 = cold GTP competed, 100 = untreated. hit rate 0.27% among 190,000. GTP binding activity (% of control), % at 10 µM;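 active = GTP binding activity at least 20 points away from the 100% control level, either lower or higher; inconclusive = compound flagged as likely green fluorescent, judged across all proteins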
# Rab2 wt GTP = changes GTP binding to wildtype dog Rab2A, up or down; GST-Rab2 wt beads, Bodipy-GTP binding, flow cytometry; GTP binding activity, % at 10 µM; hit rate 0.19% among 190,000; AID 760;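 active = GTP binding activity at least 20 points away from 100%, either lowered or raised; inconclusive = signal likely due to the compound's own green fluorescence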;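 note: 0% = beads with excess unlabeled GTP and 100% = no-compound control corrected for plate trend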
# RGS8-Gao = modulates binding of RGS8 to human Galphao; hit rate 0.34% among 220,000; multiplexed bead flow cytometry; actives lie on both sides; AID 1423; response (percent of control binding), % at 10 µM; in the data active = response below about 60% or above about 140%; inactive = in between;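 note: Galphao activated as the GDP aluminium fluoride complex binding bead-coupled RGS8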
# Mcl-1 Bim block = inhibitors of Bim-Mcl-1 interaction, human; Q07820; Bead-based flow cytometry, Bim peptide-Mcl-1 binding; inhibition, % at 10 µM; hit rate 0.1% among 190,000; in the data active = inhibition above about 40%;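 note: 0% = no compound tracer wells and 100% = peptide blocker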
# Mcl1 Noxa PPI = disrupts binding of human Mcl-1 to Noxa peptide; inhibition, % at 21.7 µM; hit rate 1.5% among 220,000; TR-FRET Mcl-1/Noxa peptide binding, 2 h; Q07820;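 active = compounds that cut the protein-peptide binding signal by more than 50% relative to plate controls in a single-dose test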;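 note: His-tagged Mcl-1 with rhodamine Noxa BH3 peptide and terbium anti-His antibody; 0% = Mcl-1 plus Noxa peptide wells and 100% = peptide-only wells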
# Numbers without * were called inactive; ? = inconclusive; . = no result given. Compounds were not picked by outcome, and some 2.9% of all compounds hit somewhere here.
SMILES	HRas wt GTP	Mcl1 Bid PPI	Pf gamet viab	Cdc42 wt	Rac1 act GTP bind	Rab7 wt GTP bind	Rac1 wt modul	Rab2 wt GTP	RGS8-Gao	Mcl-1 Bim block	Mcl1 Noxa PPI
COc1ccc(-c2nc(SC)n(C(=O)c3ccco3)n2)cc1	102	-12	14	100	97	103	104	101	102	0	13
O=C(c1cccc(Cl)c1)C1CCCN(Cc2ccc(N3CCNC3=O)cc2)C1 (stereo unspecified)	100	-16	-37	99	97	103	105	101	105	3	12
C#CCOCCOCCOCCNc1nc(N2CCN(C(=O)[C@H]([C@@H](C)CC)n3cc([C@@H](N)Cc4ccc(O)cc4)nn3)CC2)nc(N2CCN(C(=O)[C@H](Cc3cc4ccccc4[nH]3)n3cc([C@@H](N)C(C)CC)nn3)CC2)n1 (stereo partly specified)	99	21	.	97	102	99	102	98	101	-3	25
Cc1ccc(S(=O)(=O)NC2=NCN(CCOC(=O)c3ccccc3)CN2)cc1	103	-27	.	104	100	103	105	103	101	1	-1
CC12C=CC3(CN(Cc4ccccc4)C(=O)C3C1C(=O)NCc1ccco1)O2 (stereo unspecified)	100	-28	.	101	98	102	103	101	100	-5	-2
O=C(O)COC(=O)C1C(c2ccccc2)C(C(=O)O)C1c1ccccc1 (stereo unspecified)	98	-3	-9	96	97	104	100	101	101	1	15
Cc1ccnc(NC(=O)CCC2CCCCC2)c1	100	21	8	102	98	99	103	100	96	0	4
O=C1c2ccccc2C(=O)c2c1cccc2N1CCN(CCO)CC1	102	1	.	103	100	96	104	101	102	-1	18
O=C1C(=O)N(CNc2cccnc2)c2ccccc21	97	-21	.	99	96	98	103	96	104	-1	1
CC1=C(C(=O)N2CCCC(CCC(=O)NCc3ccc(F)c(F)c3)C2)OCCO1 (stereo unspecified)	93	-35	-24	94	93	98	97	97	98	13	-8
COc1cc(C2c3c(-c4ccccc4)n[nH]c3C(=O)N2c2ccc(C(=O)O)cc2)ccc1O (stereo unspecified)	94	-31	.	93	93	96	88	93	104	-1	21
CCSc1nnc(NC(=O)CSc2nnc(Cc3cccn3C)n2CCc2ccccc2)s1	99	-26	.	100	99	98	104	98	101	9	8
CCc1cc(C(=O)OC)c(NC(=O)CC2NCCNC2=O)s1 (stereo unspecified)	103	-34	21	101	98	100	100	104	98	-5	9
CC(C)OC(=O)CC(=O)c1sc2nc3c(cc2c1N)CN(C)CC3	89	-16	.	88	88	89	90	90	76	6	57*
CCOc1ccc(-n2c(SC)nc3c(c2=O)SCC3)cc1	96	-32	.	94	93	94	97	94	100	-3	14
CCOC(=O)c1sc(NC(=O)CSc2ncccn2)c(C#N)c1C	96	7	.	96	90	95	97	95	70	-7	7
COc1ccccc1NC(=O)COC(=O)c1cnccn1	102	2	-8	106	101	102	106	101	97	0	5
CCOC(=O)c1cnc2ccccc2c1Nc1ccc(C(=O)O)cc1	97	-12	-9	95	97	97	100	97	95	0	19
CCCN(CCC)C(=O)CSc1nc2n[nH]c(C)c2c(=N)n1-c1ccc(OC)cc1	99	-11	5	101	98	101	99	98	99	-1	21
O=C(Nc1ccc(C(F)(F)F)cc1)c1cc(S(=O)(=O)NCC2COc3ccccc3O2)ccc1F (stereo unspecified)	99	9	16	95	97	99	101	98	101	-4	3
Cc1noc(C)c1COC(=O)c1ccc2c(c1)OCCO2	95	-19	.	96	95	99	97	95	98	-3	5
CCCNC(=O)c1nc(C)n(-c2cc(Cl)cc(Cl)c2)n1	99	-11	.	96	95	105	100	98	102	0	11
CNc1ccc(Br)cc(C(=O)/C=C/c2ccc(Cl)cc2Cl)c1=O	92	13	2	85	85	97	87	90	94	2	92*
O=C(Cc1ccccc1)NNC(=S)Nc1ccccc1	98	-65	.	99	98	98	102	98	102	0	6
Cc1ccc(NC(=S)NNS(=O)(=O)c2ccc3ccccc3c2)cc1Cl	88	-66	12	84	80	97	87	87	97	0	20

# Structures above marked active in Mcl1 Noxa PPI:
SMILES,HRas wt GTP,Mcl1 Bid PPI,Cdc42 wt,Rac1 act GTP bind,Rab7 wt GTP bind,Rac1 wt modul,Rab2 wt GTP,RGS8-Gao,Mcl-1 Bim block,Mcl1 Noxa PPI
CC(C)OC(=O)CC(=O)c1sc2nc3c(cc2c1N)CN(C)CC3,89,-16,88,88,89,90,90,76,6,57*
CNc1ccc(Br)cc(C(=O)/C=C/c2ccc(Cl)cc2Cl)c1=O,92,13,85,85,97,87,90,94,2,92*

# Later entries.
mol | HRas wt GTP | Mcl1 Bid PPI | Pf gamet viab | Cdc42 wt | Rac1 act GTP bind | Rab7 wt GTP bind | Rac1 wt modul | Rab2 wt GTP | RGS8-Gao | Mcl-1 Bim block | Mcl1 Noxa PPI
O=C(N/N=C/C(Cl)=C/c1ccccc1)c1ccncc1 | 99 | -2 | 1 | 99 | 100 | 98 | 104 | 97 | 92 | 0 | -10
NC(=O)C1CCN(C(c2ccccc2F)c2nnnn2Cc2ccco2)CC1 (stereo unspecified) | 98 | 8 | . | 98 | 94 | 101 | 97 | 94 | 96 | -2 | 29
Cc1cc(S(=O)(=O)Nc2ccccc2C(=O)O)ccc1Cl | 96 | 11 | . | 96 | 92 | 95 | 96 | 93 | 103 | -1 | 18
CCN(CC)CCNC(=O)c1ccccc1C(=O)c1ncc[nH]1 | 100 | -19 | 12 | 101 | 98 | 103 | 98 | 101 | 106 | -3 | 4
Cc1ccc(C(C)C)c(OCc2ccc(C(=O)N/N=C/c3cccc(O)c3O)cc2)c1 | 97 | -30 | -10 | 94 | 97 | 94 | 94 | 97 | 88 | 0 | -16
COc1cccc(NC(=S)NC2CC3CCCC(C2)N3C2CCCC2)c1 (stereo unspecified) | 99 | -57 | . | 97 | 99 | 105 | 98 | 101 | 100 | 0 | -14
CCOC(=O)c1c(C)c(C(=O)NCc2ccc(OC)cc2)c(C)n1C | 100 | -27 | 29 | 96 | 97 | 109 | 97 | 99 | 107 | -2 | -13
Cc1cccc(-n2nc(C)c3c2NC2=C(C(=O)CCC2)C3c2ccccn2)c1 (stereo unspecified) | 98 | -32 | . | 97 | 96 | 102 | 99 | 97 | 101 | -2 | 22
O=C(CCSc1nnc(-c2ccncc2)o1)Nc1ccccc1Cl | 103 | 13 | . | 105 | 99 | 97 | 104 | 100 | 100 | -1 | 17
N#CCCn1cc(C(=O)Nc2ccc(C(=O)O)cc2)c(-c2cc3ccccc3o2)n1 | 94 | -18 | -2 | 96 | 92 | 108 | 92 | 95 | 101 | 0 | 7
CC(C)c1ccc(O)c(NC(=O)c2cncc(Br)c2)c1 | 99 | -50 | -20 | 101 | 97 | 102 | 104 | 100 | 101 | 0 | 10
O=C(O)[C@H](Cc1ccccc1)N1Cc2ccccc2C1=O | 98 | 72* | . | 100 | 96 | 98 | 100 | 100 | 98 | 0 | 19
COC(=O)Cn1nc(-c2ccccc2)c2ccccc21 | 101 | -3 | . | 101 | 99 | 100 | 98 | 98 | 100 | -4 | 1
CCOC(=O)c1sc(NC(=O)c2cc3ccccc3o2)nc1C | ? | 10 | -12 | ? | ? | ? | ? | ? | 97 | 0 | 4
CCCC(C)c1nnc(NC(=O)CN2C(=O)c3ccccc3C2=O)s1 (stereo unspecified) | 95 | -23 | -24 | 90 | 93 | 103 | 95 | 94 | 98 | -11 | 7
Nc1cccnc1Sc1cccc(Cl)c1 | 97 | -15 | 9 | 97 | 97 | 100 | 97 | 98 | 101 | 0 | 8
COc1ccc(CN(C)Cc2ccccc2)c(OC)c1OC | 99 | 0 | -9 | 99 | 97 | 93 | 104 | 99 | 97 | -4 | 28
COc1ccc(/C(=N/O)C(C)(C)NO)cc1 | 100 | -8 | . | 99 | 95 | 96 | 100 | 97 | 101 | 0 | 0
COc1ccc(C(=O)NCCC(C)C)cc1S(=O)(=O)N1CCOCC1 | 102 | -16 | 3 | 102 | 99 | 107 | 105 | 103 | 101 | -3 | 10
Cc1oc(-c2cccs2)[n+]([O-])c1C | 100 | . | . | 100 | 98 | 97 | 100 | 100 | 100 | 2 | .
Cc1ccc(NS(=O)(=O)c2ccc3c(c2)oc(=O)n3C)cc1F | 102 | -3 | . | 103 | 100 | 100 | 106 | 100 | 103 | 0 | 0
C/C=C/C=C/C(=O)OC(C)C(=O)Nc1cc([N+](=O)[O-])ccc1OC (stereo unspecified) | 96 | -18 | 16 | 94 | 95 | 95 | 98 | 96 | 96 | 0 | 2
CS(=O)(=O)N(CC(=O)N1CCCCCC1)c1ccc2c(c1)OCCO2 | 101 | -7 | . | 103 | 100 | 98 | 104 | 100 | 101 | 0 | -6
CC1CCC(C(C)C)C(OC(=O)COC(=O)c2cc(O)ccc2N)C1 (stereo unspecified) | 102 | -6 | . | 99 | 100 | 104 | 102 | 99 | 95 | -5 | 27
Cc1ccc(CNC(=O)C2=CCN(S(=O)(=O)c3ccc(C)cc3)CC2)cc1 | 98 | 2 | . | 98 | 98 | 96 | 103 | 99 | 101 | -4 | 0
COc1cc(/C=C/c2ccc3cccc([N+](=O)[O-])c3n2)ccc1OCC(=O)O | 72* | 1 | 11 | 70* | 85 | 95 | 80 | 69* | 101 | 9 | 37
CC1=C(C(=O)Nc2ccccn2)C(c2cn(C)nc2C)C2=C(CCCC2=O)N1 (stereo unspecified) | 97 | -67 | . | 101 | 95 | 96 | 97 | 98 | 101 | -1 | -7
CCCCOC(=O)C1C2C=C[C@]3(CN(C(C)c4ccc(OC)cc4)C(=O)[C@H]13)O2 (stereo partly specified) | 105 | -4 | . | 107 | 100 | 102 | 105 | 102 | 100 | -5 | 11
CC1(C)CC(=O)C(C=NCCc2ccccn2)=C(O)C1 | 100 | -11 | 9 | 104 | 97 | 106 | 100 | 102 | 101 | 0 | 9
O=C(NC(=S)Nc1ccccc1N1CCOCC1)c1ccco1 | 99 | -22 | -12 | 99 | 98 | 102 | 106 | 97 | 94 | -3 | 4

# Some values from the results shown.
# In Rab2 wt GTP, CC(C)c1ccc(O)c(NC(=O)c2cncc(Br)c2)c1 has 100
# In Rac1 act GTP bind, CCOC(=O)c1c(C)c(C(=O)NCc2ccc(OC)cc2)c(C)n1C has 97
# In Rac1 act GTP bind, N#CCCn1cc(C(=O)Nc2ccc(C(=O)O)cc2)c(-c2cc3ccccc3o2)n1 has 92
# In RGS8-Gao, CCOC(=O)c1sc(NC(=O)c2cc3ccccc3o2)nc1C has 97
# In Rab7 wt GTP bind, O=C(N/N=C/C(Cl)=C/c1ccccc1)c1ccncc1 has 98
